Compound activity as filed in PubChem BioAssay.
A549 tox: counter-screen for Nrf2 inhibitors: cytotoxicity in A549 cells | A549 ARE-Fluc cells, CellTiter-Fluor viability, 18-24 h | Potency, µM (doses to about 46 µM), for inactives: at the highest dose activity change, negative = cytotoxicity, actives largely listed as inhibitors | 0.16% of 390,000 active | AID 504648; further: potency means the concentration at half of the fitted maximal effect; on the % scale 0 is the no-effect control and ±100 the full control effect
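A549 ARE-Fluc cells in 5% FBS OPTI-MEM, 5000 cells/well, rested 2 h then exposed to compounds in concentration-response for 18-24 h at 37 °C. Viability by CellTiter-Fluor fluorescence (Ex 405/Em 525) after 30 min; luciferase luminescence (BugLite, 15 min, RT) read afterwards.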
Nrf2 block: Nrf2 pathway inhibition; A549 ARE-Fluc reporter, luciferase luminescence, 18-24 h; Potency, µM (titrated, usually from 46 µM), without a hit: top-dose activity change, negative = inhibition, most hits filed as inhibitors; 2.1% of 360,000 active; AID 504444; further: potency means the concentration at half of the fitted maximal effect; on the % scale 0 is the no-effect control and ±100 the full control effect; nearly all actives have a fitted effect of over 60% in size
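A549 ARE_Fluc cells (5000/well, 5% FBS OPTI-MEM) pre-incubated 2 h, then treated with compounds 18-24 h at 37C/5% CO2 in concentration-response. CellTiter-Fluor viability read first; BugLite luciferase luminescence after 15 min at room temperature gives Nrf2 activity.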
EPAC2 ag: agonists of human EPAC2 (RAPGEF4); Q8WZA2; EPAC2 activation, biochemical qHTS; response scale: 100% = 6.5 mM cAMP response; Potency, µM (titrated, usually from 154 µM), without a hit: top-dose activation, most hits filed as activators; 0.079% of 360,000 active; AID 720711; further: potency means the concentration at half of the fitted maximal effect; nearly all actives have a fitted effect of over 50% in size
Target sequence (Q8WZA2 whole entry, looked up): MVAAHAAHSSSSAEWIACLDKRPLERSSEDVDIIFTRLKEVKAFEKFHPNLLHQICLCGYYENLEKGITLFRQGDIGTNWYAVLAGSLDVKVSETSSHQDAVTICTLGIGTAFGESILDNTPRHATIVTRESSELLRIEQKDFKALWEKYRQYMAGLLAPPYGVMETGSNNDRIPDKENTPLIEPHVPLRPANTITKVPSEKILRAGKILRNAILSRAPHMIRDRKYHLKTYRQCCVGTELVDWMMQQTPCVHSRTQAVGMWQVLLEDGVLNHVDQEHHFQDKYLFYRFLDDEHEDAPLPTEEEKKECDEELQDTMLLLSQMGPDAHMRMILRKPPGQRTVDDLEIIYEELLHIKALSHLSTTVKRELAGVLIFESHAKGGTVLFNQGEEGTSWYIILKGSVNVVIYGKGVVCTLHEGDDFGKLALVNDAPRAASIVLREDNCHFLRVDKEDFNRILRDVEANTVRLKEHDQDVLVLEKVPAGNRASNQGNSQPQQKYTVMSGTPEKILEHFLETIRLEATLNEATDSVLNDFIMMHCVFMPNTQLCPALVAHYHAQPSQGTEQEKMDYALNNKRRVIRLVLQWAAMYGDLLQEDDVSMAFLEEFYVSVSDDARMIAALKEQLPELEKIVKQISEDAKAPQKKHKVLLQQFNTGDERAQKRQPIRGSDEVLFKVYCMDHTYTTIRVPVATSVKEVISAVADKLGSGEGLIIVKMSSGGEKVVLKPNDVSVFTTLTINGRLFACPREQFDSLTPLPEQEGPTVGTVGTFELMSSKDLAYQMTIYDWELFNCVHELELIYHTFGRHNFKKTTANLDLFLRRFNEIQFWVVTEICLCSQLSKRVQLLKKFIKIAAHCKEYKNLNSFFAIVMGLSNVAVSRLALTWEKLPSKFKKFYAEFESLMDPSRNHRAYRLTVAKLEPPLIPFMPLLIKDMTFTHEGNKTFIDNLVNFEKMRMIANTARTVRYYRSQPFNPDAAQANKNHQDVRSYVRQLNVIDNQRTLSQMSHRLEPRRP
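Compounds were added across a concentration range to EPAC2 (100 nM), RAP1B-BODIPY-GDP (250 nM) and GDP (50 uM). After 5 min at room temperature, fluorescence was recorded at 5-min intervals for 30 min.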
TGFb inhibitor: inhibitors of TGF-b signaling; HepG2 CAGA-GFP TGF-b/SMAD3 reporter, GFP fluorescence, 18 h; TGF-beta stimulated, 500 pg/mL final; Potency, µM (top dose mostly 46.1 µM), inactives show top-dose activity, negative = inhibition, usual class: inhibitors; 1.2% of 410,000 active; further: potency means the concentration at half of the fitted maximal effect; on the % scale 0 is the no-effect control and ±100 the full control effect; nearly all actives have a fitted effect of over 65% in size
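Read-out: total well GFP (ex488/em500-530) summed from mean per-cell fluorescence. Cells: HEPG2 CAGA-GFP, 1% FBS DMEM, 18 h at 37 degrees C with 500 pg/mL final TGF-beta. Unstimulated wells served as the full-inhibition control; stimulated DMSO wells = 0%.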
ATXN2 expr inh: ATXN2 expression inhibition. 0.72% of 360,000 active. HEK-293 ATXN2-luciferase reporter, luminescence, 24 h. Potency, µM (titrated, usually from 57 µM), inactives show at the highest dose activity change, negative = inhibition, hits mostly inhibitors; further: potency means the concentration at half of the fitted maximal effect; on the % scale 0 is the no-effect control and ±100 the full control effect; nearly all actives have a fitted effect of over 55% in size
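ATXN2-luciferase reporter cells (luciferase flanked by upstream and downstream ATXN2 gene portions) were treated 24 h at 37 °C with compounds at up to 57 uM. SteadyGlo luminescence gave expression; GF-AFC fluorescence gave viability.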
ATXN viability: viability counter-screen for ATXN expression inhibitors; S2 cells (HEK-293 line with an ATXN2-luciferase reporter) viability, CellTiter-Fluor protease fluorescence, 24 h; Potency, µM (highest dose often 56.7 µM), usual class: cytotoxic; 0.49% of 400,000 active; AID 651635; further: potency means the concentration at half of the fitted maximal effect; nearly all actives have a fitted effect of over 40% in size
HepG2 viability: HepG2 cytotoxicity, counter-screen for TGF-b inhibitors. Potency, µM (series often up to 46.1 µM), for inactives: at the highest dose activity change, negative = cytotoxicity, most hits filed as cytotoxic. 0.76% of 410,000 active. AID 588856. HepG2 CAGA-GFP viability, ATP luminescence, 18 h; further: potency means the concentration at half of the fitted maximal effect; some results filed as inactive show a strong effect at the top dose
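HepG2 CAGA-GFP cells (1000/well, DMEM with 1% FBS) received compound, then TGF-beta at 500 pg/mL final, and were incubated 18 hours at 37 degrees C. Viability was read by CellTiter-Glo luminescence. Media-only wells were set as complete cell-killing and DMSO as no toxicity.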
IL-2 act: activators of IL-2; IL-2 activation reporter assay, cell-based qHTS; stimulated with anti-CD3/CD4/CD28 beads; in transgenic mouse T cells; activation, % (series mostly up to about 46 µM); 0.065% of 360,000 active; AID 652025; in the data active means activation above about 50%; inconclusive means mostly about 30% to 49%; further: 0% is about no effect
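Readout: EGFP and DsRed signals by fluorescent plate cytometry. Unstimulated transgenic mouse T cells received compound 60 min before antibody-bead stimulation, then incubated 18 h at 37 degrees C.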
Nrf2 ARE act: activates Nrf2 signaling | AREc32 ARE-luciferase reporter (MCF7-derived line), luminescence, 24 h | Potency, µM (top dose mostly 46.1 µM), without a hit: at the top dose activation, most hits filed as activators | 0.31% of 410,000 active; further: potency means the concentration at half of the fitted maximal effect; % of control where 0% means no effect; nearly all actives have a fitted effect of over 65% in size
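For detection, Steady-Glo was added and plates sat 30 min at RT; before that, AREc32_Fluc cells grown overnight in OPTI-MEM/5% FBS had been treated with 23 nL compound for 24 hr at 37 deg C.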
An asterisk follows results filed as active; i = inactive; ? = inconclusive; nt = not tested or not shown; [ ] = dose if it differs, or a comment. Unless noted, the call rests on the fitted dose curve; in most records, active means well fitted curve in the direction sought with a large enough effect; inconclusive means small, poorly fitted or top-dose-only effect, or another doubt; inactive means no such curve, though single readings can be large; an effect the other way counts as inactive or inconclusive. Compounds as they come; any-hit rate near 4.3%.

Below each SMILES – A549 tox	Nrf2 block	EPAC2 ag	TGFb inhibitor	ATXN2 expr inh	ATXN viability	HepG2 viability	IL-2 act	Nrf2 ARE act
CCCCn1cnc(C(=O)OCC)c1N
→ -6%	5%	0%	2%	-6%	i	2%	-2.5	-0.1%
O=C(O)CCSSCCC(=O)O
→ -4%	-2%	9%	5%	2%	i	6%	1.0	0.6%
CN(C)CCCNc1nc2cc(-c3cccc(C(F)(F)F)c3)sc2c(=O)n1C
→ nt	nt	2%	?	20µM*	32µM*	-93%	-0.4	?
CC(=O)c1ccc(NC(=S)NC(=O)Cc2ccc(Cl)cc2)cc1
→ 4%	-7%	6%	27%	-5%	i	5%	1.0	0.6%
COc1cccc([C@H]2Nc3ccc(S(=O)(=O)Nc4cc(C)ccc4C)cc3[C@H]3C=CC[C@H]32)c1
→ -3%	?	nt	?	-15%	i	-27%	nt	3.7%
CC1CN(S(=O)(=O)c2cccc(C(=O)Nc3ccccc3N3CCCCC3)c2)CC(C)O1 (stereo not given)
→ ?	16µM*	4%	-20%	-15%	i	-3%	-5.5	0.2%
CC(C)C[C@H](NC(=O)[C@H](Cc1ccccc1)n1c(=O)[nH]c2ccccc2c1=O)C(=O)N1CCC[C@@H]1C(=O)O
→ 4%	0%	7%	9%	-8%	i	-23%	-2.2	-1.3%
COc1cc(/C=C(/C(=O)c2cccs2)c2nc3ccccc3[nH]2)cc(OC)c1O
→ ?	-11%	11%	?	?	?	13µM*	-1.8	?
COCCCNC(=S)NNC(=O)c1ccccn1
→ -1%	?	-2%	-10%	?	?	-19%	-0.2	-0.4%
S=C(NCCCCc1ccccc1)NCc1ccccc1
→ 5%	1%	14%	-27%	?	i	-24%	-1.9	0.0%
COC(=O)c1c(SC)nc2ccccc2c1OCc1cc(C)ccc1C
→ ?	13%	nt	-27%	2%	i	-20%	nt	6.2%
Cn1c(N)c(C(=O)COC(=O)CCC2CCCC2)c(=O)n(C)c1=O
→ 11%	?	-2%	-22%	-36%	i	-3%	-1.4	0.5%
Cn1nc(C(F)(F)F)c(C(=O)Nc2ccc(F)cc2F)c1Sc1cccc(Cl)c1
→ ?	18µM*	15%	-2%	-10%	i	-20%	-2.1	-0.1%
COC(=O)c1ccc(NC(=O)CSc2ccccn2)cc1
→ -4%	8%	-2%	10%	33%	i	3%	-2.1	2.4%
CC(C)N1CCc2c(sc(NC(=O)c3ccc(S(=O)(=O)N4CCOCC4)cc3)c2C(N)=O)C1
→ -11%	5%	7%	-3%	-37%	?	-21%	2.1	0.0%
CCOc1ccc(NC(=S)N2CCN(S(=O)(=O)c3ccc(C)cc3)CC2)cc1
→ 12%	0%	19%	0%	-4%	?	-30%	-0.7	0.2%
Cc1ccc(-c2nc3n(n2)C(=O)CC(c2ccc(C)cc2)S3)cc1 (stereo not given)
→ -3%	3%	nt	-8%	-6%	i	-16%	nt	-0.4%
CCCOc1ccc(N2C(=O)CC(N(CCc3ccc(OC)c(OC)c3)C(=O)c3ccccc3)C2=O)cc1 (stereo not given)
→ -4%	2%	11%	-27%	nt	i	-19%	1.0	0.0%
CN1C(=O)C(C)(C)c2cc(S(=O)(=O)NCC3CCC(C(=O)NC4CCCCC4)CC3)ccc21 (stereo not given)
→ 4%	-15%	1%	3%	5%	i	-6%	-2.7	-0.5%
CCc1cccc(C)c1NC(=O)c1cc(S(=O)(=O)N(C)Cc2ccccc2)ccc1F
→ -1%	nt	nt	?	-37%	?	-25%	nt	3.2%
Cc1ccc(C(C(=O)NC(C)(C)C)N(Cc2cccs2)C(=O)c2csnn2)cc1 (stereo not given)
→ -3%	?	8%	1%	-2%	i	-1%	0.0	-0.2%
Cc1ccc(OCC(=O)Nc2ccc(C)c(F)c2)c([N+](=O)[O-])n1
→ -1%	?	-1%	3%	54%[activator]	i	1%	1.8	2.5%
NC(c1csc(Nc2ncccn2)n1)C1CCCCC1 (stereo not given)
→ nt	nt	12%	2%	-26%	i	0%	1.1	3.0%
CC(Oc1ccc2oc3ccccc3c2c1)C(=O)NC12CC3CC(CC(C3)C1)C2 (stereo not given)
→ ?	7%	12%	?	7%	i	-31%	-2.0	4.2%
CCN(CC)S(=O)(=O)N1CCC(C(=O)NC2CCCC2)CC1
→ 1%	-9%	6%	11%	-8%	i	-8%	-1.3	0.1%
Cc1onc(-c2ccccc2)c1C(=O)N1CCCc2ccccc21
→ 4%	8%	3%	-6%	4%	i	4%	-2.9	0.0%
Cc1ccc(NC(=O)NNC(=O)c2cccs2)cc1
→ 10%	?	-5%	1%	9%	i	14%	2.5	2.3%
CCOc1ccc(NC(=O)c2ccc(-n3cccn3)nc2)cc1
→ 14%	3%	4%	0%	-3%	i	-26%	-1.3	-0.8%
Cc1cc(C(=O)O)cc(S(=O)(=O)Nc2ccccc2C(=O)NC2CC2)c1C
→ 0%	11%	5%	0%	5%	i	6%	0.1	-0.7%
COc1ccc(-c2csc(C3=C(O)CN(C(C)C)C3=N)n2)cc1OC
→ 3%	?	-1%	6%	3%	i	-7%	-0.3	7.3%
Cc1ccc(CNCc2cccnc2)s1
→ 0%	19%	1%	-1%	nt	i	1%	2.1	-0.7%
CN1CCN(NC(=O)c2cccc3ccccc23)CC1
→ 1%	3%	-3%	-1%	-4%	i	-14%	-0.8	-0.5%
COc1ccc(NC(=O)c2sc(-c3ccccc3)nc2C)c(OC)c1
→ 0%	?	4%	3%	-22%	i	-13%	-3.4	0.0%
CCCOc1ccccc1C1NC(=O)NC(C)=C1C(=O)OCc1ccccc1 (stereo not given)
→ ?	10µM*	21%	0%	?	i	-2%	-3.3	0.1%
NS(=O)(=O)c1ccc(NC(=O)c2cccc3ccccc23)cc1
→ -7%	-6%	5%	-7%	-9%	i	-23%	0.8	-0.7%
CC(=O)c1c(C)[nH]c(C(=O)OCC(=O)Nc2cc(S(=O)(=O)N3CCCCC3)ccc2C)c1C
→ 1%	-24%	3%	17%	-9%	i	27%	-5.0	0.0%
Cc1ccc2nc(NC(=O)c3ccc(-c4nc5ccccc5s4)s3)sc2c1
→ -7%	1%	4%	?	5%	i	-54%	-3.1	-1.2%
COCCNC(=O)c1ccccc1-c1ccccc1C(=O)O
→ 0%	nt	9%	-2%	-12%	i	3%	2.0	-0.7%
O=C(NCc1ccccn1)c1cc(-c2ccc(Cl)cc2)oc1C(F)(F)F
→ 11%	?	8%	11µM*	-38%	?	-100%	-0.1	6.8%
COC1CCCN(C(=O)c2ccc(OC3CCN(S(=O)(=O)N(C)C)CC3)cc2)C1 (stereo not given)
→ -4%	-25%	-4%	12%	3%	i	1%	-1.3	-0.3%
O=C(CCNC(=O)C1CCN(S(=O)(=O)c2ccccc2)CC1)NCc1ccc(Cl)c(Cl)c1
→ 0%	8%	0%	?	nt	i	-42%	-0.3	5.2%
COc1ccc(CNC(=O)Nc2ccc(OC)cc2)cc1
→ 1%	-6%	7%	1%	0%	i	-35%	-0.8	-0.5%
O=C(Nc1ccccc1F)Nc1ccc([N+](=O)[O-])cc1Cl
→ -4%	?	2%	-16%	6%	i	-1%	-5.3	0.6%
COc1ccc(-n2c(=O)c3sc4ccccc4c3n(CC(=O)NC3CCCCC3)c2=O)cc1
→ -16%	?	nt	4%	-3%	?	-2%	nt	-1.0%

Nothing new here: 4 of the compounds above.
Below each SMILES – A549 tox	Nrf2 block	EPAC2 ag	TGFb inhibitor	ATXN2 expr inh	ATXN viability	HepG2 viability	IL-2 act	Nrf2 ARE act
COc1ccc(-c2csc(C3=C(O)CN(C(C)C)C3=N)n2)cc1OC
→ 3%	?	-1%	6%	3%	i	-7%	-0.3	7.3%
Cc1ccc(CNCc2cccnc2)s1
→ 0%	19%	1%	-1%	nt	i	1%	2.1	-0.7%
CN1CCN(NC(=O)c2cccc3ccccc23)CC1
→ 1%	3%	-3%	-1%	-4%	i	-14%	-0.8	-0.5%
COc1ccc(NC(=O)c2sc(-c3ccccc3)nc2C)c(OC)c1
→ 0%	?	4%	3%	-22%	i	-13%	-3.4	0.0%

Full records as entered above. Values in the order: A549 tox, Nrf2 block, EPAC2 ag, TGFb inhibitor, ATXN2 expr inh, ATXN viability, HepG2 viability, IL-2 act, Nrf2 ARE act
Profile of `COc1ccc(-n2c(=O)c3sc4ccccc4c3n(CC(=O)NC3CCCCC3)c2=O)cc1` → -16%, ?, nt, 4%, -3%, ?, -2%, nt, -1.0%
Profile of `COc1ccc(NC(=O)c2sc(-c3ccccc3)nc2C)c(OC)c1` → 0%, ?, 4%, 3%, -22%, i, -13%, -3.4, 0.0%
Profile of `CC(=O)c1c(C)[nH]c(C(=O)OCC(=O)Nc2cc(S(=O)(=O)N3CCCCC3)ccc2C)c1C` → 1%, -24%, 3%, 17%, -9%, i, 27%, -5.0, 0.0%
Profile of `Cc1ccc(CNCc2cccnc2)s1` → 0%, 19%, 1%, -1%, nt, i, 1%, 2.1, -0.7%
